# NPC1 prom act – activates the NPC1 promoter; Potency, µM (top dose mostly 9.22 µM), for inactives: at the top dose activation, hits mostly activators; hit rate 2.4% among 320,000; AID 485313; Huh7 NPC1 promoter luciferase reporter, 24 h;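 further: potency means the concentration at half of the fitted maximal effect; % of control where 0% means no effect; nearly all actives have a fitted effect of over 60% in size; reporter is driven by a mutant NPC1 promoter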
#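 NPC1 promoter–luciferase Huh7 cells; 24 h compound; luminescence.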
# Gal4-VP16 FLuc – inhibits Gal4-VP16 luciferase reporter, ROR gamma counter-screen | Drosophila S2 Gal4-VP16 UAS-luciferase, luminescence, 20 h | Potency, µM (doses to about 53.6 µM), for the others: top-dose activity, negative = inhibition, usual class: inhibitors | hit rate 3.5% among 310,000 | AID 2546;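 further: Gal4-VP16 expression switched on by copper sulfate through the metallothionein promoter; potency means the concentration at half of the fitted maximal effect; on the % scale 0 is the no-effect control and ±100 the full control effect; nearly all actives have a fitted effect of over 50% in size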
# RORg inh – inhibitors of mouse ROR gamma transcriptional activity; Drosophila S2 Gal4-RORgamma UAS-luciferase reporter, 20 h; Potency, µM (top dose mostly 53.6 µM), for inactives: at the highest dose activity change, negative = inhibition, actives largely listed as inhibitors; hit rate 5.4% among 310,000; AID 2551; further: potency means the concentration at half of the fitted maximal effect; on the % scale 0 is the no-effect control and ±100 the full control effect; nearly all actives have a fitted effect of over 60% in size
#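 Schneider cells (Drosophila), stable Gal4 DBD–ROR gamma + UAS-luc; 1 hr cmpd preincubation; Cu2+ induction 700 uM final; 20 hr ambient; luminescence.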
# ELG1 genotoxic – inducers of genotoxicity in HEK293T ELG1-luciferase cells; HEK293T ELG1-luciferase reporter, luminescence, 16 h; Potency, µM (titrated, usually from 46 µM), for inactives: at the top dose activity change, positive = activation, most hits filed as activators; hit rate 1.3% among 330,000; AID 504466; further: potency means the concentration at half of the fitted maximal effect; % of control where 0% means no effect; nearly all actives have a fitted effect of over 60% in size
#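 Genotoxicity was scored as increased ELG1-luciferase reporter signal, measured by ONE-Glo luminescence (30 min, room temperature). Compound or vehicle exposure of the HEK293T reporter cells lasted 16 hr at 37°C.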
# FLuc modulator – inhibits or activates purified firefly luciferase, miR-21 counter-screen. P08659. purified FLuc, Km substrates, luminescence inhibition. Potency, µM (titrated, usually from 57.5 µM), without a hit: at the top dose activity change, negative = inhibition, most hits filed as inhibitors. hit rate 6.9% among 360,000;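 further: potency means the concentration at half of the fitted maximal effect; plate controls were vehicle for no effect and reference inhibitor for full effect; nearly all actives have a fitted effect of over 55% in size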
# Target sequence (P08659 whole entry, looked up): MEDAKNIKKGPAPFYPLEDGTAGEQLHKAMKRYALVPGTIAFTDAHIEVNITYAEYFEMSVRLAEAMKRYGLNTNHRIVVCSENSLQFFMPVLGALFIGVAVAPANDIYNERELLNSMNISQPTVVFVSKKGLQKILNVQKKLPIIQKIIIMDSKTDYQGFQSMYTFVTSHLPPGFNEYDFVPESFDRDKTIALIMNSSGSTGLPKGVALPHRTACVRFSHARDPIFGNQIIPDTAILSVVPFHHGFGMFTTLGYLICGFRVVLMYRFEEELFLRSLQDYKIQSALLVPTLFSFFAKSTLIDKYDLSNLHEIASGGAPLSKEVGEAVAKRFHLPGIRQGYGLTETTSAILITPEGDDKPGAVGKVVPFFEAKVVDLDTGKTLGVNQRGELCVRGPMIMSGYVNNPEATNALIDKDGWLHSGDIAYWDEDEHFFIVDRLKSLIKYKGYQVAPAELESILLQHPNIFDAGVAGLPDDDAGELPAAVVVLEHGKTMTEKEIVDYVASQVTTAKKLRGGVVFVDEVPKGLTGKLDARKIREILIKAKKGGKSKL
#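 Purified P. pyralis luciferase (10nM final) with 10uM D-luciferin and 10uM ATP (Km levels) in 50mM Tris acetate pH 7.5, 10mM Mg acetate, 0.01% Tween-20, 0.05% BSA; qHTS 6-point titration, ~60 µM downward; luminescence read.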
# Rab9 prom act – activators of Rab9 promoter; Huh7 Rab9 promoter-luciferase reporter, luminescence, 24 h; Potency, µM (highest dose often 9.22 µM), for inactives: at the highest dose activation, negative = inhibition, actives largely listed as activators; hit rate 2.8% among 320,000; AID 485297; further: potency means the concentration at half of the fitted maximal effect; % of control where 0% means no effect; nearly all actives have a fitted effect of over 60% in size
#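 Cell-based reporter: Huh7 stable for Rab9 promoter-driven luciferase, plated in reduced-serum medium with 10% FBS at 1500 cells/well, compound-treated 24 h at 37 °C, luminescence read after 10 min reagent.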
# Menin MLL FP TR – displaces Texas Red mutant MLL peptide from human menin | Menin + Texas Red MLL mutant peptide, fluorescence polarization | O00255 | hit rate 0.23% among 270,000 | Potency, µM (doses to about 61.6 µM), inactives show at the top dose FP activity change, negative = inhibition, actives largely listed as inhibitors; active means well fitted inhibition curve with a large enough effect in the polarisation, with a control signal flat, not every such curve was filed as active; inconclusive means small, poorly fitted or top-dose-only effect, or effect the other way, or a change in a side signal; inactive means no such curve, though single readings can be large or run the other way; the % refers to the polarisation; further: potency means the concentration at half of the fitted maximal effect; % of control where 0% means no effect; many of its hits are not listed in these tables
# BRCA1 expr act – increases BRCA1 expression | MCF7-BRCA1-FFLuc reporter, luminescence, 48 h; response scale: scaled: vehicle 0%, 10 µM genistein 100% | Potency, µM (highest dose often 46.1 µM), for inactives: at the top dose activation, actives largely listed as activators | hit rate 1.1% among 380,000; further: potency means the concentration at half of the fitted maximal effect; nearly all actives have a fitted effect of over 80% in size; some results filed as inactive show a strong effect at the top dose
#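 48 h compound treatment of MCF7-BRCA1-FFLuc cells (phenol-red free MEM, 37 °C), then 15 min with luciferase substrate and luminescence imaging.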
# Giardia killer – kills Giardia lamblia. Giardia lamblia trophozoite viability. activity change, % at 7.66 µM, hits read low. hit rate 0.15% among 340,000. AID 540267; in the data active means activity change below about -80%; inconclusive means between about -30% and that limit;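 further: parasites exposed to compound for two days anaerobically before the ATP read; on the % scale 0 is the no-effect control and ±100 the full control effect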
#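 Giardia lamblia trophozoites (100 cells/well) were incubated with compounds for 48 h at 37 deg C under anaerobic conditions. Viability was read as ATP content by one-step luminescence after 15-30 min at room temperature.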
# PKM2 act – PKM2 (human) enzyme activation. AID 1631. P14618. Potency, µM (top dose mostly 57.5 µM), without a hit: at the highest dose activation, actives largely listed as activators. purified PKM2, Kinase-Glo ATP luminescence, activation; response scale: 0% is enzyme alone, no compound. hit rate 0.34% among 260,000; further: potency means the concentration at half of the fitted maximal effect; on the % scale 0 is the no-effect control and ±100 the full control effect; nearly all actives have a fitted effect of over 55% in size
# Target sequence (P14618 whole entry, looked up): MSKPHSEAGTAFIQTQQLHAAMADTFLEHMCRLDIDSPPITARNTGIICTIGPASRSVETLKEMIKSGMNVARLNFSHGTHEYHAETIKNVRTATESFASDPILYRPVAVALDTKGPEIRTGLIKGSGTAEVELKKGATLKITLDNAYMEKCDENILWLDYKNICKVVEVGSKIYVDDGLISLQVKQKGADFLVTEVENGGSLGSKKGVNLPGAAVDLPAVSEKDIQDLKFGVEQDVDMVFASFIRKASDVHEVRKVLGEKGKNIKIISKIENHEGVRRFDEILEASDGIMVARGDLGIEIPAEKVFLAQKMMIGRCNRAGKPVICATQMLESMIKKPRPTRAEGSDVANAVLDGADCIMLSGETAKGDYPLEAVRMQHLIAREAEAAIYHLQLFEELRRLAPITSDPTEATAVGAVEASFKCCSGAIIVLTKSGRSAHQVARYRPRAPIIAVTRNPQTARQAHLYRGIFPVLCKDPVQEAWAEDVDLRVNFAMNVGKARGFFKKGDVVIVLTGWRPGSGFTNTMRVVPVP
#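 hPK-M2, >95% pure; 0.1 mM ADP / 0.5 mM PEP final; imidazole pH7.2 buffer w/ 7 mM MgCl2, 50 mM KCl; 1 h RT; Kinase-Glo lum. Intermediate enzyme activity for dual inhibitor/activator qHTS.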
# p53 reactivator – restores transcriptional activity of mutant p53; H1299 p53-A138V BP100-luciferase reporter, luminescence, 24 h; Potency, µM (series often up to 92.2 µM), inactives show at the highest dose activity change, positive = activation, most hits filed as activators; hit rate 0.063% among 320,000; further: potency means the concentration at half of the fitted maximal effect; % of control where 0% means no effect; nearly all actives have a fitted effect of over 45% in size
#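 p53-null H1299 cells stably carrying temperature-sensitive p53-A138V and a BP100-luciferase reporter were pinned with compounds (4-point, 1:5 series) and held 24 hrs at 37 deg C. Luminescence was read 10 min after detection reagent.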
# An asterisk follows results filed as active; ? = inconclusive; / = not tested or not shown; & = joins results of further samples; [ ] = dose if it differs, or a comment. Unless noted, the call rests on the fitted dose curve; in most records, active means well fitted curve in the direction sought with a large enough effect; inconclusive means small, poorly fitted or top-dose-only effect, or another doubt; inactive means no such curve, though single readings can be large; an effect the other way counts as inactive or inconclusive.
# Every second line gives: NPC1 prom act, Gal4-VP16 FLuc, RORg inh, ELG1 genotoxic, FLuc modulator, Rab9 prom act, Menin MLL FP TR, BRCA1 expr act, Giardia killer, PKM2 act, p53 reactivator
COc1ccccc1-c1nc2ccccc2nc1-c1ccccc1
 : -3%, 8%, 3%, -3%, 1%, 4%, 4%, -20%, 38[activator], -6%, -8%
CCOC(=O)c1c(-c2cccc([N+](=O)[O-])c2)csc1NC(=O)C1CCCCC1
 : -5%, 10µM*, ?, 1%, 1%, -5%, 4%, -26%, 19, 2%, -1%
COc1ccc(C(=O)NC(C(=O)N2CCN(c3ccccc3O)CC2)C(C)C)cc1 (centres undefined)
 : -3%, 11%, 2%, -2%, -1%, -2%, -9%, -28%, 16, 0%, -3%
COc1cc(CNC(C)C)c(Br)cc1OC1CCCC1
 : -3%, -18%, -22%, -7%, -1%, -6%, -25%, -3%, 0, -1%, -1%
O=C(Cn1c(=O)oc2cc(S(=O)(=O)N3CCCC3)ccc21)Nc1cccc(C(F)(F)F)c1
 : -4%, -11%, 9%, -5%, -3%, -11%, 8%, -24%, 6, -13%, -5%
Cc1ccc(NC(=O)/C=C/c2ccc([N+](=O)[O-])s2)c(C)c1
 : -17%, -13%, 19%, ?, 2%, -39%[inhibitor], ?, -56%, -17, 6%, -46%[inhibitor]
CCC(CC)NC(=O)c1cccc(NC(=O)C(C)C)c1
 : -1%, -9%, -15%, -1%, 0%, -1%, -14%, -1%, -12, 1%, -4%
C=C(C)Cn1c(C)cc(C)c(S(=O)(=O)c2ccc(C)cc2)c1=O
 : -4%, 4%[10 µM], 9%, -6%, 2%, -4%, -11%, 2%, -16, 3%, 2%
Cc1nc2ccccc2n1CC(=O)N/N=C/c1cccnc1
 : -1%, 4%, -11%, -2%, -1%, -11%, -41%, -29%, 2, 1%, -2%
OC(Cc1ccncc1)(c1ccccc1)c1ccccc1
 : 0%, /, /, 1%, 0%, -2%, /, 0%, -10, /, 2%
O=S(=O)(c1cccc(C(F)(F)F)c1)N(CCCN1CCOCC1)Cc1cccs1
 : -5%&1%, -2%&3%, -17%&-13%, 0%&-8%, 6%&-2%, 5%&0%, 2%&-5%, -5%&0%, 11&17, 9%&-2%, -11%&4%
O=S(=O)(Nc1ccc2nc(-c3ccc(Br)o3)[nH]c2c1)c1ccccc1
 : 2.8µM*, 1%, ?, 16%, 15µM*, 2.8µM*, 47%[activator], /, /, ?, 23%
O=C(Oc1cccc(-c2cnc3ccccc3n2)c1)c1ccco1
 : ?, -24%, 5%, ?, 24µM*, 3.2µM*, ?, 18%, 4, -3%, 17%
CCCSc1ccc([C@@H]2[C@@H]3C(=O)N(C)C(=O)[C@@H]3[C@]3(C(=O)OC)CCCN23)cc1OC
 : 1%, /, /, 1%, -6%, 8%, /, -8%, -7, /, -9%
COc1ccc(C(=O)Nc2cc3c4c(c2)C(C)C(=O)N4CCC3)cc1 (centres undefined)
 : 10%, /, /, ?, 12µM*, 20%, /, -48%, -11, /, 0%
CN1CCc2c(sc(NC(=O)CS(=O)(=O)c3ccc(F)cc3)c2C(N)=O)C1
 : -5%, /, /, 1%, 6%, -1%, /, -2%, 6, /, -7%
COc1cc(/C=N/NC(=S)Nc2cccc(S(=O)(=O)N(C)C)c2)cc(OC)c1O
 : -3%, 2.8µM*, 3.2µM*, -4%, 15µM*, 0%, ?, 3%, 8, 8%, -21%
CC(NC(=O)COC(=O)c1ccc2ccccc2n1)C1CC2CCC1C2 (centres undefined)
 : 4%, -10%, 1%, 3%, -10%, 2%, -18%, 0%, 24, -1%, 3%
Cn1cc(CC(=O)NC2CCCCC2)c2ccccc21
 : -5%, -5%, 16%, 1%, -16%, 1%, 0%, -1%, 8, -2%, 2%
O=C(NCCc1nnc2ccc(NCc3ccc(F)cc3)nn12)c1ccccc1
 : 1%, 0%, 14%, 1%, -1%, -7%, 7%, 0%, -10, 8%, 1%
O=C(O)c1nn(-c2cccc(Cl)c2)c(=O)cc1O
 : -1%, -3%, 4%, -5%, 1%, -5%, 13%, -5%, 15, -2%, 2%
CCCn1c(=N)n(CC(=O)OCC)c2ccccc21
 : -1%, -7%, -12%, 1%, 1%, 8%, -24%, -6%, 19, 2%, 4%
Nc1nonc1C(=O)OCC(=O)N1CCOCC1
 : -3%, -4%, -8%, 0%, 5%, 5%, 6%, 7%, 6, -2%, -3%
Cc1cc(=O)oc2cc(NS(=O)(=O)c3ccc(F)cc3)ccc12
 : -6%, -7%, 22%, 10%, -18%, 0%, /, -19%, -5, ?, -3%
COc1ccc(C2CC(c3cccs3)=NN2c2ccccc2)cc1 (centres undefined)
 : -5%, ?, 21%, -1%, 21µM*, 0%, ?, -3%, -9, 2%, 6%
COC(=O)c1sccc1NC(=O)C1CC=CCC1C(=O)O (centres undefined)
 : -3%, -18%, 20%, 12%, 3%, -1%, ?, 1%, 6, 6%, -4%
COc1ccc(CNC(=O)Nc2ccc3c(c2)N(C)C(=O)CS3)cc1
 : -5%, 6%, 9%, -1%, -13%, -1%, ?, -21%, -5, -16%, -4%
CCN(C(=O)COC(=O)c1cccnc1SC)C1CCCCC1
 : -4%, /, /, 1%, 4%, -6%, /, -23%, 13, /, -1%
COC(=O)c1ccccc1NC(=O)c1ccc(-c2ccccc2F)o1
 : 3.2µM*, -7%, 11%, ?, 3%, ?, -1%, 15%, -2, 0%, 7%
Cc1ccc(-n2c(Cn3c(C)nc4ccccc43)n[nH]c2=S)cc1
 : 0%, -13%, ?, -2%, 2%, -1%, -1%, 5%, 6, -21%, 2%

# Later entries.
# Every second line gives: NPC1 prom act, Gal4-VP16 FLuc, RORg inh, ELG1 genotoxic, FLuc modulator, Rab9 prom act, Menin MLL FP TR, BRCA1 expr act, Giardia killer, PKM2 act, p53 reactivator
O=C(COc1ccccc1)NNc1c2ccccc2nc2ccccc12
 : -33%[inhibitor], -12%, 13%, 0%, -6%, -25%, ?, -72%, 18, 20%, 1%
CNC(=O)c1nn(-c2ccccc2)ccc1=O
 : 1%, -3%, 3%, 1%, 5%, -5%, -21%, -11%, 6, 4%, 1%
CN(C(=O)COc1ccc(-c2nnco2)cc1)C1CCS(=O)(=O)C1 (centres undefined)
 : 0%, /, /, -8%, -1%, 1%, /, 19%, 2, /, 2%
Cc1cc(C)cc(OCC(=O)N(Cc2cccs2)C2CCS(=O)(=O)C2)c1 (centres undefined)
 : 1%, -6%, -11%, 3%, 1%, 1%, -18%, -18%, -4, -5%, 0%
O/N=C/c1ccc(-c2cc(Cl)ccc2Cl)o1
 : -1%, 0%, 16%, -5%, -4%, -4%, 12%, 13%, -19, -4%, 7%
CCOC(=O)c1[nH]cnc1C(=O)NC1CCN(C(=O)OC(C)(C)C)CC1
 : -1%, /, /, 6%, 3%, 1%, /, 10%, -7, /, 8%
COC(=O)C(Cc1ccc(O)cc1)N1Cc2ccccc2C1=O (centres undefined)
 : 4µM*, -1%, -20%, ?, 15µM*, 1.8µM*, 1%, 10µM*, -4, /, ?
CCOC(=O)c1ccc(NS(C)(=O)=O)cc1
 : -1%, 6%, 6%, 4%, 4%, -3%, -5%, 7%, ?, 1%, 2%
Cc1ccc(N2CC(C(=O)N3CCC(C(=O)NC(C)(C)C)CC3)CC2=O)cc1 (centres undefined)
 : 2%, 4%, 9%, -6%, 3%, -2%, 9%, -1%, -2, 2%, 12%

# Entries above shown as hits in NPC1 prom act.
structure	NPC1 prom act	RORg inh	Rab9 prom act	Menin MLL FP TR	BRCA1 expr act	PKM2 act	p53 reactivator
O=S(=O)(Nc1ccc2nc(-c3ccc(Br)o3)[nH]c2c1)c1ccccc1	2.8µM*	?	2.8µM*	47%[activator]	/	?	23%
COC(=O)c1ccccc1NC(=O)c1ccc(-c2ccccc2F)o1	3.2µM*	11%	?	-1%	15%	0%	7%
COC(=O)C(Cc1ccc(O)cc1)N1Cc2ccccc2C1=O (centres undefined)	4µM*	-20%	1.8µM*	1%	10µM*	/	?

# An excerpt from above with just NPC1 prom act, Rab9 prom act and Giardia killer.
Molecule,NPC1 prom act,Rab9 prom act,Giardia killer
O=C(COc1ccccc1)NNc1c2ccccc2nc2ccccc12,-33%[inhibitor],-25%,18
CNC(=O)c1nn(-c2ccccc2)ccc1=O,1%,-5%,6

# Some of the compounds tested; rates above refer to the full screens.
